Screening data from PubChem.
PLK1 PBD inh – qHTS for Inhibitors of PLK1-PDB (polo-like kinase 1 - polo-box domain): Primary Screen; Plk1 PBD binding of FITC phosphopeptide, fluorescence polarization; Serine/threonine-protein kinase PLK1 (Homo sapiens), P53350; Potency, µM, for inactives: max response, negative = inhibition, actives largely listed as inhibitors; 360,000 tested, 2.8% active; further: potency means the concentration at half of the fitted maximal effect; series mostly up to about 57 µM; on the % scale 0 is the no-effect control and ±100 the full control effect; nearly all actives have a fitted effect of over 65% in size
Target sequence (P53350 whole entry, looked up, the tested form may be a part): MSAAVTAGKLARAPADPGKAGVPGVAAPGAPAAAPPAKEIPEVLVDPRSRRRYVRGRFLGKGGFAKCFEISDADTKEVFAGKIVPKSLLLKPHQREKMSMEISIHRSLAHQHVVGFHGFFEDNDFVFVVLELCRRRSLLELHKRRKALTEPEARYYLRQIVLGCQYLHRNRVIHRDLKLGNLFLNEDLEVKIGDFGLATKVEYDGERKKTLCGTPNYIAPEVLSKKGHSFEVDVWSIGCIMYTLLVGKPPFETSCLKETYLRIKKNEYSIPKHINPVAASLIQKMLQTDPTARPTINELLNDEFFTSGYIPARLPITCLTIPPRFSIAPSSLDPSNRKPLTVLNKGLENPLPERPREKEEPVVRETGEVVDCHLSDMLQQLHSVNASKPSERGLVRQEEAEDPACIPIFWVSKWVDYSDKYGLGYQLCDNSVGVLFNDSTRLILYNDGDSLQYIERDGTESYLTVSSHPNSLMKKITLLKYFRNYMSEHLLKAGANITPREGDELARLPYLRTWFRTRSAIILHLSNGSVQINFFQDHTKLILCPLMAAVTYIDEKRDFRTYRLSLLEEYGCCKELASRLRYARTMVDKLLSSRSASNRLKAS
WRN inhibitor – qHTS for Inhibitors of WRN Helicase | WRN helicase unwinding, fluorescent forked duplex, kinetic | Potency, µM (doses to about 114 µM), without a hit: at the highest dose activity change, negative = inhibition, hits mostly inhibitors | 360,000 tested, 0.46% active | AID 651768, 2012; further: potency means the concentration at half of the fitted maximal effect; on the % scale 0 is the no-effect control and ±100 the full control effect; nearly all actives have a fitted effect of over 55% in size
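Kinetic red-fluorescence monitoring (525/598 nm) tracks WRN helicase activity after 100 nM fluorophore-quencher forked duplex and 2 mM ATP are added to 20 nM enzyme pretreated 15 min at room temperature with compound.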
CCT chaperon mod – High-Throughput Screening for Modulators of Cytosolic Chaperonin Activity; 360,000 tested, 0.3% active; purified chaperonin ATPase assay, HTRF ADP detection, 30 min; activity change, % (concentration not given with the values), hits read low; in the data active means activity change below about -30%; further: on the % scale 0 is the no-effect control and ±100 the full control effect
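Nucleotide hydrolysis assay: TRiC at 20–40 nM final (set by batch activity) with 10 uM ATP, 30 min at 37 °C, in presence of 76 uM compound. Detection by competitive ADP HTRF, 30 min ambient.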
EPAC2 ag – qHTS for Agonist of cAMP-regulated guanine nucleotide exchange factor 4 (EPAC2): primary screen. Rap guanine nucleotide exchange factor 4 (Homo sapiens), Q8WZA2. EPAC2 activation, biochemical qHTS; response scale: 100% = 6.5 mM cAMP response. Potency, µM (highest dose often 154 µM), inactives show at the highest dose activation, most hits filed as activators. 360,000 tested, 0.079% active. AID 720711, 2013; further: potency means the concentration at half of the fitted maximal effect; nearly all actives have a fitted effect of over 50% in size
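Exchange assay: 100 nM EPAC2 with 250 nM Rap1B-BODIPY-GDP and 50 uM GDP. Fluorescence (ex 480/em 540 nm) read every 5 min for 30 min at room temperature. Data normalized to 6.5 mM cAMP as agonist control.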
EPAC1 agonist – qHTS for Agonist of cAMP-regulated guanine nucleotide exchange factor 3 (EPAC1): primary screen. Rap guanine nucleotide exchange factor 3 (Homo sapiens), O95398. EPAC1 agonist qHTS, biochemical assay; response scale: 100% = response to 6.5 mM cAMP. Potency, µM (highest dose often 154 µM), without a hit: at the top dose activation, hits mostly activators. 360,000 tested, 0.073% active; further: potency means the concentration at half of the fitted maximal effect; nearly all actives have a fitted effect of over 60% in size
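Multi-concentration qHTS readout: loss of Rap1B-bound BODIPY-GDP fluorescence driven by 100 nM EPAC1 with excess GDP (50 uM), monitored kinetically at room temperature; agonist response expressed relative to 6.5 mM cAMP.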
EPAC1 antag – qHTS for Antagonist of cAMP-regulated guanine nucleotide exchange factor 3 (EPAC1): primary screen; Rap guanine nucleotide exchange factor 3 (Homo sapiens), O95398; EPAC1 GEF assay, Rap1b-BODIPY-GDP exchange fluorescence; Potency, µM (top dose mostly 115 µM), for the others: top-dose activity change, negative = inhibition, hits mostly inhibitors; 360,000 tested, 0.14% active;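 further: potency means the concentration at half of the fitted maximal effect; plate controls were vehicle for no effect and positive control for full effect; nearly all actives have a fitted effect of over 50% in size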
PI5P4Ka inh – qHTS for Inhibitors of phosphatidylinositol 5-phosphate 4-kinase (PI5P4K). max response, %. Phosphatidylinositol 5-phosphate 4-kinase type-2 alpha (Homo sapiens), P48426. PI5P4Kalpha enzyme, ADP-Glo luminescence, 60 min; hits give low values. 330,000 tested, 1.2% active. AID 652105, 2013; active means max response of -50% or lower; inconclusive means between -30% and -50%; inactive means -30% or higher; further: value at the top dose of about 77 µM; on the % scale 0 is the no-effect control and ±100 the full control effect
Target sequence (P48426 whole entry, looked up): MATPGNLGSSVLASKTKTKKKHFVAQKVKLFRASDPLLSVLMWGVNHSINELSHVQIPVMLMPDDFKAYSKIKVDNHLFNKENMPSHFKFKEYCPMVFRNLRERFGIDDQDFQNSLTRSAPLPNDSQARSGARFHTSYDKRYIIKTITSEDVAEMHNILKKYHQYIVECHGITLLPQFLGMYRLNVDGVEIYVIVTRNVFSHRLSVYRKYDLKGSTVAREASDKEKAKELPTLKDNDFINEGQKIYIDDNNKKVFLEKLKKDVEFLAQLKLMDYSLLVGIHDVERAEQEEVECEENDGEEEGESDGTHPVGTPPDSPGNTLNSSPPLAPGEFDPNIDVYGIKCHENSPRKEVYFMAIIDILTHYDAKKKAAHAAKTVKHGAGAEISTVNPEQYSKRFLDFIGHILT
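Enzyme plus substrate dispensed, test compounds pinned in, then ATP (5 microM final) added. After 60 min at RT, ADP-Glo reagent 1 for 45 min and reagent 2 for 30 min preceded luminescence imaging.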
IL2 activator – qHTS of IL-2 Activators | IL-2 activation reporter assay, cell-based qHTS; stimulated with anti-CD3/CD4/CD28 beads; in transgenic mouse T cells | activation, % (series mostly up to about 46 µM) | 360,000 tested, 0.065% active | AID 652025, 2013; in the data active means activation above about 50%; inconclusive means mostly about 30% to 49%; further: 0% is about no effect
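Readout: EGFP and DsRed signals by fluorescent plate cytometry. Unstimulated transgenic mouse T cells received compound 60 min before antibody-bead stimulation, then incubated 18 h at 37 degrees C.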
The depositor's hits bear a star; u = inconclusive; x = not tested or not shown; [ ] = another dose, or the depositor's remark. Unless noted, the call rests on the fitted dose curve; in most records, active means well fitted curve in the direction sought with a large enough effect; inconclusive means small, poorly fitted or top-dose-only effect, or another doubt; inactive means no such curve, though single readings can be large; an effect the other way counts as inactive or inconclusive. An excerpt; the hit share may differ from the screen's.

Sample of the layout, four compounds:
Compound	PLK1 PBD inh	WRN inhibitor	CCT chaperon mod	EPAC2 ag	EPAC1 agonist	EPAC1 antag	PI5P4Ka inh	IL2 activator
CC1CC2(CC(C)(C(=O)CSc3nc4ccccc4s3)OC2=O)C(=O)O1 (configuration not stated)	-25%	3%	0.1	-3%	0%	-15%	-4	-0.1
Cc1ccc2nc(NNC(=O)c3ccc(S(=O)(=O)N4CCc5ccccc5C4)cc3)sc2c1	-7%	13%	-0.8	-8%	-21%	u	-4	2.8
CC(C)c1ccc(C(=O)COC(=O)C(O)c2ccccc2)cc1 (configuration not stated)	-2%	-25%	1.6	-14%	1%	-1%	4	0.4
COc1cccc(N2CCN(C(=O)C3C4C=CC5(CN(Cc6ccccc6Cl)C(=O)C35)O4)CC2)c1 (configuration not stated)	2%	-1%	-4.1	-3%	4%	-4%	x	-2.1

Results (from the top)
Compound	PLK1 PBD inh	WRN inhibitor	CCT chaperon mod	EPAC2 ag	EPAC1 agonist	EPAC1 antag	PI5P4Ka inh	IL2 activator
CC1CC2(CC(C)(C(=O)CSc3nc4ccccc4s3)OC2=O)C(=O)O1 (configuration not stated)	-25%	3%	0.1	-3%	0%	-15%	-4	-0.1
Cc1ccc2nc(NNC(=O)c3ccc(S(=O)(=O)N4CCc5ccccc5C4)cc3)sc2c1	-7%	13%	-0.8	-8%	-21%	u	-4	2.8
CC(C)c1ccc(C(=O)COC(=O)C(O)c2ccccc2)cc1 (configuration not stated)	-2%	-25%	1.6	-14%	1%	-1%	4	0.4
COc1cccc(N2CCN(C(=O)C3C4C=CC5(CN(Cc6ccccc6Cl)C(=O)C35)O4)CC2)c1 (configuration not stated)	2%	-1%	-4.1	-3%	4%	-4%	x	-2.1
CCOC(=O)C1(Cc2ccccc2)CCCN(C(=O)COc2ccccc2OC)C1 (configuration not stated)	2%	5%	-1.2	-3%	-10%	2%	0	-3.3
CC(Sc1nnc(-c2cccnc2)n1N)C(=O)NCCC1=CCCCC1 (configuration not stated)	-1%	0%	-2.6	-2%	6%	4%	-6	2.0
COc1ccc(CN2CCNC(=O)C2CC(=O)N(C)Cc2nccs2)cc1OC (configuration not stated)	-4%	2%	1.0	1%	9%	-19%	2	2.3
O=C(CSc1ccc(-c2cccnc2)nn1)N1CCCCCC1	3%	0%[57.1 µM]	-0.2	3%	4%	-21%	-1	-2.4
CCC(=O)N1CCC1(C)C(=O)Nc1cccc2cccnc12 (configuration not stated)	-7%	-4%	0.8	5%	4%	-11%	5	0.7
O=C(O)c1ccc(-c2ncc[nH]2)cc1	u	u	0.2	-18%	8%	-22%	-27	-0.3
O=C1N/C(=N/O)S/C1=C/c1cccc([N+](=O)[O-])c1	-17%	-18%	-0.6	4%	6%	-11%	-23	-1.5
COc1cc(NC(=O)c2ccco2)c(OC)cc1NC(=O)CCC(=O)Nc1cc(C)ccc1C	2%	-8%	-2.1	-12%	-9%	0%	x	-1.7
O=C(CCc1nnc2ccc(N3CCC4(CC3)OCCO4)nn12)Nc1ccc(F)cc1	13µM*	1%	1.9	3%	4%	6%	-24	-4.9
COc1ccccc1OCc1ccc(C(=O)c2ccccc2)cc1	-5%	10%	0.3	4%	8%	14%	-3	-1.4
COc1cccc(CC(NC(C)=O)C(=O)NC2CCN(c3nnnn3-c3ccccc3)CC2)c1OC (configuration not stated)	-14%	8%	-2.9	16%	9%	-3%	-2	-0.5
Oc1nc(-c2ccc(Br)cc2)n2ccncc12	-16%	-8%	-1.3	-7%	-12%	-19%	-7	0.2
O=C(Nc1nc2c(F)cc(F)cc2s1)c1ccco1	-17%	-2%	0.1	1%	8%	-13%	-1	-2.8
Cc1nn(C)c(C(=O)N/N=C/c2cc3c(cc2Br)OCO3)c1Br	-8%	35%	-0.7	4%	-4%	0%	1	-0.6
COc1ccc(N2CCN(C(=O)Nc3ccccc3C)CC2)cc1	0%	0%	-2.7	1%	-7%	25%	-2	0.6
COC(=O)c1cn(C(=O)c2ccccc2Cl)c2ccccc12	-3%	-3%	-0.7	14%	7%	13%	-1	-0.2
COc1cc(OC)c(OC)cc1CN1CCN(C(=O)c2cccc3ccccc23)CC1	-18%	12%	-2.5	-14%	0%	-3%	-1	-2.8
O=C(CSc1nnnn1-c1ccc(F)cc1)Nc1nc2ccccc2s1	2%	-13%	1.9	-2%	-9%	-1%	0	2.1
CC(=O)/C(=N/Nc1ccc(C)cc1)Sc1nnc(CCc2ccccc2)n1-c1ccccc1	-19%	-27%[57.1 µM]	3.7	9%	14%	4%	-2	-5.0
CC(C)CNC(=O)c1cccc2c(-c3cccnc3)coc12	-14%	-3%	1.8	4%	-7%	-17%	-3	0.0
COc1ccc2cc(C#N)c(Cl)nc2c1	-10%	-35%	-2.4	7%	1%	-30%	1	1.9
Cc1ccc(C)c(NC(=O)CSc2n[nH]c(-c3ccncc3)n2)c1	-6%	1%	0.8	-4%	-2%	-1%	0	1.0
CC(NC(=O)c1cc2ccccc2o1)C(=O)O (configuration not stated)	4%	0%	-0.7	7%	-7%	0%	6	0.3
C1=C(CCNCC2CC2)CCCC1	-1%	0%	-3.4	7%	0%	12%	x	-3.0
OC[C@@H](O)C1OC2NC(=S)OC2C1O (some centres not stated)	3%	-6%[57.1 µM]	0.9	4%	-12%	-17%	1	-0.7
Nc1cc(C(=O)OCC(=O)Nc2cccc(S(=O)(=O)N3CCOCC3)c2)ccc1Cl	-5%	-2%	-1.6	6%	15%	-23%	-3	0.0
Cc1ccccc1N/N=C/c1ccc(C#N)cc1	-5%	6%	-3.5	4%	7%	-2%	13	-0.7
COc1cc2ncnc(NCc3cccc(Cl)c3)c2cc1OC	3%	-12%	2.2	4%	-5%	-6%	1	0.2
COc1cccc(N=Cc2c(O)c3ccccc3oc2=O)c1	-22%	11%	-1.3	5%	-2%	-19%	-8	-1.7
CC(C)C(=O)Nc1ccc2oc(-c3cc(F)c(F)cc3Cl)nc2c1	-7%	7%	-2.9	-13%	-2%	2%	x	-2.2
CCCCNC(=O)c1cn(CC)c2ccc(S(=O)(=O)N3CCCC3)cc2c1=O	-10%	-8%	-0.9	4%	-1%	7%	7	0.2
c1ccc(Cn2cc(CN3CCCCO3)c(-c3ccc4c(c3)OCO4)n2)cc1	-6%	-5%	3.0	19%	15%	-26%	7	0.3
CCOC(=O)c1cnc(SCc2nc(N)nc(Nc3ccc(F)cc3)n2)nc1N	-18%	-6%	1.0	0%	-14%	-13%	x	-1.2
O=C(NCc1cccnc1)/C(=C/c1ccc(-c2cccc(Cl)c2)o1)S(=O)(=O)c1ccccc1	-18%	4%	0.2	-5%	-2%	-1%	5	-2.0
Cc1ccc2c(c1)N(CCC(=O)NCc1ccccn1)C(=O)CO2	-8%	6%	-3.9	-4%	4%	4%	-5	-3.6
COCCN(C(=O)Cc1cccs1)C(C(=O)NCc1ccc(OC)cc1)c1ccc(OC)cc1 (configuration not stated)	-2%	-1%[57.1 µM]	-0.6	-9%	4%	4%	x	-1.7
CC12C=CC(=O)C=C1C(F)CC1C3CCC(O)(C(=O)CO)C3(C)CC(O)C12F (configuration not stated)	-5%	2%	-2.0	1%	1%	-19%	4	-0.5
COCCOC(=O)C1=C(C)NC2=C(C(=O)CCC2)C1c1ccc(N(C)C)cc1 (configuration not stated)	-7%	0%	-15	7%	4%	11%	x	1.7
CCOC(=O)C1=C(N)OC2=C(C(=O)CC(C)(C)C2)C1c1cccnc1 (configuration not stated)	-4%	3%	-4.6	6%	15%	-23%	x	-0.6
CCOC(=O)c1c(/N=C/C2C(=O)CCCC2=O)sc2c1CCCC2	-5%	-1%	-1.0	2%	4%	-18%	5	-0.4
CCC(=O)N1CCc2cc(S(=O)(=O)Nc3ccccc3C)ccc21	7%	1%[57.1 µM]	-0.2	4%	5%	5%	1	0.8
CCOC1=C2[C@@H](CN(S(=O)(=O)c3ccc(C)cc3)[C@H]2c2cccc3ccccc23)[C@H]2C(=O)N(Cc3ccccc3)C(=O)[C@H]2C1	-11%	-8%	0.6	3%	7%	-17%	-3	-0.6
C=CCN1CCN(C(=O)c2ccc3c(c2)OCO3)CC1	1%	10%	1.1	5%	-1%	-3%	-2	-2.5
CCC1CCCCN1C(=O)CSc1nc(N)c(NC(=O)c2ccc(OC)c(OC)c2)c(=O)[nH]1 (configuration not stated)	-13%	-1%	-1.5	17%	6%	-3%	0	-2.2
CC(Cc1ccccc1)Nc1ncnc2c1ncn2C1OC(CO)C(O)C1O (configuration not stated)	-7%	-1%	-1.6	9%	-5%	-4%	9	-0.5
Cc1nn2c(-c3ccncc3)nnc2c2ccccc12	-4%	-4%	-2.2	-1%	5%	2%	1	5.4
COCc1cc(C)n(CC(=O)NCc2ccccc2)c(=O)c1C#N	-1%	0%	0.7	3%	1%	16%	6	-0.3
C=CCSc1ncnc2c1oc1nc3c(cc12)COC(C)(C)C3	-8%	7%	-3.6	-1%	-9%	-12%	2	-4.3
CC(C)Oc1ccc(CN2CCCC(CO)(Cc3ccccc3)C2)cc1CO (configuration not stated)	-1%	3%	2.4	-3%	-4%	2%	0	-3.9
